High-throughput results (PubChem)
TSG101-PTAP inh: blocks PTAP/TSG101 interaction to inhibit HIV-1 budding. Q99816. Fluorescence polarization, FITC-PTAP peptide / Tsg101 binding. Potency, µM (highest dose often 115 µM), for inactives: at the top dose activity change, negative = inhibition, hits mostly inhibitors. 340,000 tested, under 10 active; active = well fitted inhibition curve with a large enough effect in the main read-out, with a control signal flat, not every such curve was filed as active; inconclusive = small, poorly fitted or top-dose-only effect, or effect the other way, or a change in a side signal; inactive = no such curve, though single readings can be large or run the other way; note: potency is the fitted concentration of half-maximal effect; % of control where 0% means no effect
Target sequence (Q99816 whole entry, looked up): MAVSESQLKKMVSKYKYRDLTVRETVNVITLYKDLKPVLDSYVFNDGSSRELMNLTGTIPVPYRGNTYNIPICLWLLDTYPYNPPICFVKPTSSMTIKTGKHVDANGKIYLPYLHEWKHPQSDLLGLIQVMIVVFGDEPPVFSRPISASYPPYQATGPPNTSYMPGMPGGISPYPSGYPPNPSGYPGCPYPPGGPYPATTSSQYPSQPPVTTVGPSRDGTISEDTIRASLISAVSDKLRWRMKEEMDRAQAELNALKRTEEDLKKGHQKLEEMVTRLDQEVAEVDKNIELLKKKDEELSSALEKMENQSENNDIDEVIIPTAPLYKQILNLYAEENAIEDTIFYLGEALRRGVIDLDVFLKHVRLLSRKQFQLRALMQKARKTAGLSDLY
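Fluorescence anisotropy tracks displacement of a FITC-tagged PTAP peptide (50 nM) from the Tsg101 binding domain (10 uM), following a 20 min room-temperature incubation at pH 7.5.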
a7 integrin act: activates integrin-mediated alleviation for muscular dystrophy | alpha7betagal myoblasts, beta-gal FDG fluorescence, 48 h | Potency, µM (titrated, usually from 38.3 µM), for inactives: top-dose activation, actives largely listed as activators | actives 0.064% (n = 350,000);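 note: potency is the fitted concentration of half-maximal effect; 100% = response of the positive control SU9516; nearly all actives have a fitted effect of over 60% in size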
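Alpha7betagal+/- myoblasts (passage 13) were plated 16-24 hr, then exposed to compounds (1:260 dilution of DMSO stock) for 48 hours at 37C. After MPER lysis, β-galactosidase reporter activity was read as FDG fluorescence (ex 480/em 540) after 30 minutes.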
ASM inhibitor: inhibitors of human secretory acid sphingomyelinase; actives 0.006% (n = 340,000); Potency, µM (highest dose often 57.5 µM), for the others: at the top dose activity change, negative = inhibition, hits mostly inhibitors; P17405; placental ASM, HMU-PC fluorogenic substrate, 60 min; note: potency is the fitted concentration of half-maximal effect
Target sequence (P17405 47-631 limits assumed): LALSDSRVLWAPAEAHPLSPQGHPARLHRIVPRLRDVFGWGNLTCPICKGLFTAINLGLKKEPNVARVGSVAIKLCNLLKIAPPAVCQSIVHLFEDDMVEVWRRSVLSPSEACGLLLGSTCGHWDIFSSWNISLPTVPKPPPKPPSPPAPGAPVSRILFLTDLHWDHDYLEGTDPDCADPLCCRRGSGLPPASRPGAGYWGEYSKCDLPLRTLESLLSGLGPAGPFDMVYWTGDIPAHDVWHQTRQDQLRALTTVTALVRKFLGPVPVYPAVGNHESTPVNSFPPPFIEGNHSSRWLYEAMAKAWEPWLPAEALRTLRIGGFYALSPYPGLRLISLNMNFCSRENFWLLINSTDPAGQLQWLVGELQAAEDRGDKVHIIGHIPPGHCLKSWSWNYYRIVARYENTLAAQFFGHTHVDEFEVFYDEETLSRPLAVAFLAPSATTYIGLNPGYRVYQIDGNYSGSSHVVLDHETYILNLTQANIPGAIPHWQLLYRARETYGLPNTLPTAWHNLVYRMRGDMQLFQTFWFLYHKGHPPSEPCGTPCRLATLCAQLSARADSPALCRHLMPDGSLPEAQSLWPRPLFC
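Human placenta-derived ASM preincubated with compound 10 min at room temperature, then reacted with 9 uM (final) fluorogenic HMU-PC substrate for 60 min at 37 C. Stop solution raises pH to 10; fluorescence read at Ex 386/Em 447 nm.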
Mito fusion act: blocks mitochondrial division or promotes mitochondrial fusion | Potency, µM (doses to about 46.1 µM), for the others: at the highest dose growth rescue (activation), usual class: activators | actives 0.23% (n = 320,000) | S. cerevisiae fusion-defective mutant growth rescue, CellTiterGlo 48 h;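 note: potency is the fitted concentration of half-maximal effect; % of control where 0% means no effect; nearly all actives have a fitted effect of over 45% in size; temperature-sensitive fusion mutants such as fzo1-1 at 37 °C on non-fermentable ethanol glycerol medium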
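Luminescent cell viability in 1536-well qHTS format served as the measure of rescued growth in ts fusion-mutant S. cerevisiae cultured on non-fermentable YPEG for 48 hours at 37C.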
TCR activator: T cell receptor activation; primary human leukocytes, anti-CD3, IL-2 HTRF, 48 h; Potency, µM (top dose mostly 9.22 µM), for inactives: at the top dose activation of IL-2 secretion, most hits filed as activators; 330,000 tested, under 10 active; note: % of control where 0% means no effect
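Human primary leukocytes + a-CD3 beads + cpd, 48 hr; IL-2 in supernatant by HTRF (ex 320nm / em 665nm). No co-stimulatory signal supplied.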
BCR signal inh: inhibitors of chronic active B-cell receptor signaling. Potency, µM (titrated, usually from 46.1 µM), for the others: at the highest dose ratio change, negative = lower green/red ratio, most hits filed as inhibitors. actives 0.05% (n = 340,000). AID 493014. ABC-DLBCL IkBa-CBG/CBR reporter, luminescence ratio, 4 h; active = well fitted inhibition curve with a large enough effect in the signal ratio, with a control signal flat, not every such curve was filed as active; inconclusive = small, poorly fitted or top-dose-only effect, or effect the other way, or a change in a side signal; the % refers to the signal ratio;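 note: potency is the fitted concentration of half-maximal effect; plate controls were basal doxycycline-induced cells for no effect and cells given 10 µM MG132 for full effect; MG132 reads +100%, hits lower the ratio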
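TMD8 ABC-DLBCL cells carrying doxycycline-inducible green luciferase fused to IkappaBalpha plus unfused red luciferase were exposed to compounds (up to 46 uM) for 4 hrs at 37C. Activity came from the overlap-corrected green/red luminescence ratio.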
Starred values were filed as active, the others as inactive; ? = inconclusive; . = not tested or not shown; & = joins results of further samples; [ ] = another dose, or the depositor's remark. Unless noted, calls come from the whole dose curve; as a rule, active = well fitted curve in the direction sought with a large enough effect; inconclusive = small, poorly fitted or top-dose-only effect, or another doubt; inactive = no such curve, though single readings can be large; an effect the other way counts as inactive or inconclusive.

SMILES	TSG101-PTAP inh	a7 integrin act	ASM inhibitor	Mito fusion act	TCR activator	BCR signal inh
CN(C)c1ccc(O)c2c1CC1CC3C(N(C)C)C(=O)C(C(N)=O)=C(O)[C@@]3(O)C(=O)C1=C2O (some centres undefined)	-1%	.	-6%	.	3%	.
CC[C@H](C)[C@H]1O[C@]2(CC[C@@H]1C)C[C@@H]1C[C@@H](CC=C(C)[C@@H](O[C@H]3C[C@H](OC)[C@@H](O[C@H]4C[C@H](OC)[C@@H](O)[C@H](C)O4)[C@H](C)O3)[C@@H](C)C=CC=C3CO[C@@H]4[C@H](O)C(C)=C[C@@H](C(=O)O1)[C@]34O)O2	-4%	.	8%	.	11%	.
O=c1[nH]c2cc(Cl)ccc2c(O)c1-c1cccc(Oc2ccccc2)c1	1%	.	-4%	.	-9%	.
OCCNc1nc(Nc2ccccc2O)nc(N2CCCC2)n1	-2%	.	-1%	.	-72%	.
OC[C@@H](O)[C@@H](O[C@@H]1O[C@H](CO)[C@H](O)[C@H](O)[C@H]1O)[C@H](O)[C@@H](O)CO	-5%	.	7%	.	-6%	.
COc1cccc2c1C(=O)c1c(O)c3c(c(O)c1C2=O)C[C@@](O)(C(=O)CO)C[C@@H]3O[C@H]1C[C@H](N)[C@@H](O)[C@H](C)O1	?	.	-18%	.	2%	.
O=C(O)CCc1ccc(NCc2cccc(Oc3ccccc3)c2)cc1	0%	.	-2%	.	-2%	.
Cc1cccc(CN2C(=O)[C@H]3Cc4c([nH]c5ccccc45)C(C)(C)N3C2=O)c1	1%	.	-8%	.	-5%	.
Nc1ncnc2c1ncn2[C@@H]1O[C@H](CO)[C@@H](O)[C@@H]1O	0%	.	7%	.	-4%	.
COc1ccccc1Nc1nc(NCCCCO)nc(N2CCCC2)n1	-1%	.	0%	.	-7%	.
CC1(C)c2[nH]c3ccccc3c2C[C@@H]2C(=O)N(Cc3ccccc3Cl)C(=O)N21	-14%	.	7%	.	1%	.
CSc1sc(C(=O)NN)c2c1C(O)CCC2 (centres undefined)	-5%	.	1%	.	-4%	.
O=C1O[C@@H]([C@H](O)CO)C(O)=C1O	-3%	.	-7%	.	2%	.
CCOc1ccc(Cl)cc1Nc1nc(NCCO)nc(N2CCCC2)n1	2%	.	1%	.	3%	.
CC(=O)N1CCCC1C(=O)O (centres undefined)	1%	.	0%	.	-10%	.
CN(C/C=C/C#CC(C)(C)C)Cc1cccc2ccccc12	0%	.	-3%	.	-7%	.
CC(C)C[C@H](NC(=O)OCC1c2ccccc2-c2ccccc21)C(=O)O	-4%	.	1%	.	-11%	.
OCCNc1nc(Nc2ccccc2OC(F)(F)F)nc(N2CCCC2)n1	-6%	.	2%	.	2%	.
CC(=O)O[C@H]1CC[C@@]2(C)C(=CC[C@H]3[C@@H]4CC[C@H](C(C)=O)[C@@]4(C)CC[C@@H]32)C1	0%	.	-13%	.	-1%	.
Nc1ccccc1C(=O)C[C@H](N)C(=O)O	-4%	.	12%	.	5%	.
CC1(C)C(/C=C/C=C/C=C/C=C2\N(CCCCS(=O)(=O)O)c3ccc4ccccc4c3C2(C)C)=[N+](CCCCS(=O)(=O)[O-])c2ccc3ccccc3c21	-21%	.	-4%	.	-6%	.
Cc1[nH]cnc1CN1CCc2c(c3ccccc3n2C)C1=O	1%	.	0%	.	-8%	.
CN(CCOc1ccc(CC2SC(=O)NC2=O)cc1)c1ccccn1 (centres undefined)	0%&0%	.	6%&-1%	.	-2%&1%	.
NC(CS(=O)O)C(=O)O (centres undefined)	-2%	.	6%	.	-11%	.
CCOc1ccc(NC(=O)CSc2nc3ccsc3c(=O)n2CCCCCC(=O)O)cc1	.	7%	.	-4%	.	-1%
CC(C)=CC(=O)NCCc1ccccc1	.	13%	-1%	-1%	.	.
CN(C)c1ccc(C2OC(=O)C3(CCCC3)C(=O)C2(C)C)cc1 (centres undefined)	.	32%	1%	-1%	.	.
COc1ccc(C(=O)N2CCCC2)cc1S(=O)(=O)N1CCOCC1	.	20%	-2%	-4%	.	.
CNC(=S)NNC(=O)Cn1ccc(C)n1	.	27%	6%	-2%	.	.
CC(NC(=O)Cc1ccc(S(=O)(=O)N2CCOCC2)s1)c1ccc(Cl)cc1Cl (centres undefined)	-3%	-19%	.	.	5%	.
CC1CCN(C(=O)Cn2cc(S(=O)(=O)CC(=O)N3CCOCC3)c3ccccc32)CC1	0%	8%	.	.	-1%	.
O=C(NCc1ccccn1)C(=O)NCC1OCCN1C(=O)c1ccc(Cl)cc1 (centres undefined)	-10%	18%	.	.	5%	.
CCC(C)c1ccccc1N1CC(C(=O)N2CCN(c3ccccc3)CC2)CC1=O (centres undefined)	0%	-2%	.	.	-4%	.
COc1ccc(CCNC(=O)C(=O)NCC2OCCN2S(=O)(=O)c2cccs2)cc1OC (centres undefined)	-5%	-6%	.	.	-6%	.
Cc1noc(C)c1COc1ccccc1C(=O)NC(C)c1ccc(F)cc1 (centres undefined)	-3%	12%	.	.	4%	.
Cc1cccc(NC(=O)CSCC(=O)N(C)Cc2ccc3c(c2)OCCO3)c1	-4%	18%	.	.	-6%	.

Ten consecutive compounds out of the list so far:
SMILES	TSG101-PTAP inh	a7 integrin act	ASM inhibitor	Mito fusion act	TCR activator	BCR signal inh
CN(C)c1ccc(C2OC(=O)C3(CCCC3)C(=O)C2(C)C)cc1 (centres undefined)	.	32%	1%	-1%	.	.
COc1ccc(C(=O)N2CCCC2)cc1S(=O)(=O)N1CCOCC1	.	20%	-2%	-4%	.	.
CNC(=S)NNC(=O)Cn1ccc(C)n1	.	27%	6%	-2%	.	.
CC(NC(=O)Cc1ccc(S(=O)(=O)N2CCOCC2)s1)c1ccc(Cl)cc1Cl (centres undefined)	-3%	-19%	.	.	5%	.
CC1CCN(C(=O)Cn2cc(S(=O)(=O)CC(=O)N3CCOCC3)c3ccccc32)CC1	0%	8%	.	.	-1%	.
O=C(NCc1ccccn1)C(=O)NCC1OCCN1C(=O)c1ccc(Cl)cc1 (centres undefined)	-10%	18%	.	.	5%	.
CCC(C)c1ccccc1N1CC(C(=O)N2CCN(c3ccccc3)CC2)CC1=O (centres undefined)	0%	-2%	.	.	-4%	.
COc1ccc(CCNC(=O)C(=O)NCC2OCCN2S(=O)(=O)c2cccs2)cc1OC (centres undefined)	-5%	-6%	.	.	-6%	.
Cc1noc(C)c1COc1ccccc1C(=O)NC(C)c1ccc(F)cc1 (centres undefined)	-3%	12%	.	.	4%	.
Cc1cccc(NC(=O)CSCC(=O)N(C)Cc2ccc3c(c2)OCCO3)c1	-4%	18%	.	.	-6%	.

(continued)
SMILES	TSG101-PTAP inh	a7 integrin act	ASM inhibitor	Mito fusion act	TCR activator	BCR signal inh
COc1ccc(S(=O)(=O)N2CCOC2CNC(=O)C(=O)NCCCN2CCOCC2)cc1OC (centres undefined)	77%[activator]	4%	.	.	-1%	.
COc1ccc(C(CNC(=O)c2cccc(S(=O)(=O)Nc3ccc(F)cc3)c2)N2CCCC2)cc1 (centres undefined)	1%	-34%	.	.	8%	.
CN(CC(=O)Nc1ccccc1Cl)C(=O)c1cc2c(s1)CCCCC2	-5%	-7%	.	.	6%	.
CCOc1ccc(S(=O)(=O)N2CCN(C(=O)c3oc4ccccc4c3C)CC2)cc1	-2%	21%	.	.	-2%	.
Cc1nn(-c2ccccc2)c(C)c1NC(=O)COC(=O)c1ccc(NC(=O)CC#N)cc1	-2%	6%	.	.	5%	.
O=C(COc1ccc(F)cc1Cl)N(Cc1nnc(-c2ccccc2Cl)o1)C1CC1	-8%	12%	.	.	2%	.
Cc1ccc(CN2CC(C(=O)Nc3ccc(S(=O)(=O)N4CCCCC4)cc3)CC2=O)cc1 (centres undefined)	-2%	29%	.	.	3%	.
CCN(CC(=O)Nc1c(F)cccc1F)C(=O)CCCOc1ccccc1	1%	-5%	.	.	3%	.
CN(C)CCN(C(=O)C1=COCCO1)c1nc2ccc(F)cc2s1	1%	9%	.	.	3%	.
C=CCOc1cccc(C(=O)N2CCCC(Nc3ccc(F)cc3)C2)c1 (centres undefined)	-1%	17%	.	.	-5%	.
CCCN(C(=O)Cc1ccc(S(=O)(=O)N2CCOCC2)s1)c1c(N)n(Cc2ccccc2)c(=O)[nH]c1=O	0%	-6%	.	.	0%	.
CN(C)CCCNC(=O)C(=O)NCC1OCCN1S(=O)(=O)c1cc(F)ccc1F (centres undefined)	1%	32%	.	.	3%	.
Cc1ccc(S(=O)(=O)NCC(=O)OCC(=O)c2ccc(Cl)s2)cc1	-4%	-4%	.	.	1%	.
O=C(NCCCc1ccccc1)C(=O)NCC1OCCN1S(=O)(=O)c1ccccc1 (centres undefined)	1%	25%	.	.	2%	.
COc1ccc(S(=O)(=O)N2CCOC2CNC(=O)C(=O)NCc2ccc3c(c2)OCO3)cc1 (centres undefined)	1%	-35%	.	.	3%	.
CCN(CC)C(=O)Cn1cc(S(=O)(=O)CC(=O)Nc2ccc(F)cc2)c2ccccc21	-3%	-22%	.	.	3%	.
Cc1ccc(C(=O)Nc2ccccc2N2CCCCC2)cc1S(=O)(=O)N1CCOCC1	-5%	18%	.	.	6%	.
O=C(NCCCN1CCCC1=O)Nc1ccc(Cl)cc1	-4%	-24%	0%	.	.	.
O=C(Cn1cnc2c(oc3ccccc32)c1=O)NCCc1ccccc1	-6%	11%	-2%	.	.	.
O=C(CSc1ncnc2c1oc1ccccc12)NCC1CCCO1 (centres undefined)	-7%	6%	0%	.	.	.
CN(C)c1nc(N/N=C\c2ccc(Cl)c([N+](=O)[O-])c2)nc(Nc2ccc(F)cc2)n1	-3%	-49%[inhibitor]	-15%	.	.	.
O=S(=O)(NCc1ccc2c(c1)OCO2)c1ccc2oc3ccccc3c2c1	-2%	-9%[7.66 µM]	-22%	.	.	.
CCN1CCN(c2oc(-c3ccc(OC)cc3)nc2C#N)CC1	-5%	-23%[7.66 µM]	4%	.	.	.
C=CCn1c(CNC(=O)CCC)nc2ccccc21	-1%	8%	0%	.	.	.
CCCCCCNc1c([N+](=O)[O-])cc(C)cc1[N+](=O)[O-]	0%	-4%	-9%	.	.	.
CCN1CCN(S(=O)(=O)c2ccc(Cl)c(C(=O)N(CCc3ccccc3)Cc3ccccc3)c2)CC1	-7%	-42%	-3%	.	.	.
CCCCCCCCCCNC(=O)CCn1[nH]c(=O)c2ccccc2c1=O	-2%	0%	-11%	.	.	.
COCc1nnc(NS(=O)(=O)c2ccc(OC)cc2)s1	-1%	34%	-2%	.	.	.
Cc1cc(C)cc(NC(=S)N2CCC(C(=O)c3ccc(F)cc3)CC2)c1	-4%	-54%[inhibitor]	4%	.	.	.
COc1ccccc1NC(=O)c1ccc(NC(=O)C2CC2)cc1	-2%	19%	9%	.	.	.

Not all compounds are listed; the hit share may differ from the screen's.
